DNA Pol III inh – qHTS Assay for Inhibitors of DNA Polymerase III Holoenzyme System | reconstituted DNA polymerase III holoenzyme replication, biochemical | Potency, µM (top dose mostly 57.1 µM), without a hit: at the top dose activity change, negative = inhibition | hit rate 0.25% among 71,000; note: potency is the fitted concentration of half-maximal effect; % is set by controls: 0 for no effect and ±100 for the full control effect
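Reconstituted *E. coli* holoenzyme (0.35 nM Pol III, 1 nM beta, 154 nM SSB, 2 nM primase) was preincubated with compound for 15 min at RT. Synthesis on 1.4 nM ssM13Gori ran 35 min, then was stopped with PicoGreen/EDTA and read as dsDNA fluorescence.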
HADH2 inhib – qHTS Assay for Inhibitors of HADH2 (Hydroxyacyl-Coenzyme A Dehydrogenase, Type II) | 3-hydroxyacyl-CoA dehydrogenase type-2 (Homo sapiens), Q99714 | Potency, µM (doses to about 57.1 µM), for inactives: top-dose activity change, negative = inhibition, actives largely listed as inhibitors | AID 886, 2007 | hit rate 3.4% among 73,000 | recombinant HADH2, NADH fluorescence, beta-hydroxybutyryl-CoA; note: potency is the fitted concentration of half-maximal effect; % is set by controls: 0 for no effect and ±100 for the full control effect; nearly all actives have a fitted effect of over 60% in size; many of its hits are not listed in these tables
Target sequence (Q99714 whole entry, looked up, one chain of several): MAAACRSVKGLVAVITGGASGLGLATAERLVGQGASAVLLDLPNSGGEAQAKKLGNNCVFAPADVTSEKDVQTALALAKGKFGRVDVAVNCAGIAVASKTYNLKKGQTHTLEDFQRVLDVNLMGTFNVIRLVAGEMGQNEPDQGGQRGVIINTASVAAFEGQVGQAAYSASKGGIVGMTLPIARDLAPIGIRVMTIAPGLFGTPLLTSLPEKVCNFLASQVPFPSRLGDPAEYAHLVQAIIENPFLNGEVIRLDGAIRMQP
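His-tagged recombinant enzyme from E. coli, 20 nM, preincubated 15 min RT with compound; reaction started with 1 mM NAD+ and 90 uM beta-hydroxybutyryl-CoA in 100 mM Tris-HCl pH 9.0. NADH fluorescence (ex 360/em 450) read over 4 min; last-minus-first difference.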
Luciferase inh – qHTS Assay for Inhibitors of Firefly Luciferase. Luciferin 4-monooxygenase (Photinus pyralis), P08659. hit rate 2.2% among 72,000. Potency, µM (top dose mostly 57.1 µM), for the others: top-dose activity change, negative = inhibition, most hits filed as inhibitors. AID 411, 2009. purified firefly luciferase, luminescence, 8 min; note: potency is the fitted concentration of half-maximal effect; % is set by controls: 0 for no effect and ±100 for the full control effect; nearly all actives have a fitted effect of over 40% in size
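Inhibition of light generation by firefly luciferase from ATP and luciferin was profiled with concentration-response curves per sample, ATP held at 10 uM within the enzyme's linear range. Plates were read by luminescence after an 8-minute ambient incubation.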
HBB splice mod – qHTS Assay for Modulators of Hemoglobin Beta Chain Splicing; HBB splicing reporter cell assay, activation; EGFP reporter with mutant IVS2-654 intron; response scale: normalised to 500 nM splice-correcting PNA; Potency, µM (titrated, usually from 46.1 µM), for inactives: top-dose activation, usual class: activators; hit rate 0.06% among 65,000; note: potency is the fitted concentration of half-maximal effect; 0% is about no effect
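Compounds were applied for 2 days to HeLa EGFP-654 cells, 500/well in Optimem with 2% FCS. The reporter's EGFP is disrupted by mis-splicing of beta-globin intron IVS2-654. Readout: summed well GFP fluorescence from 488 nm laser scanning; reference was 500 nM antisense […] 654 PNA.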
CRE-bla Fsk – Cell signaling CRE-BLA (Fsk stim); CHO CRE-bla reporter (cAMP response element driving beta-lactamase), forskolin EC10, beta-lactamase ratio; Potency, µM (top dose mostly 38.2 µM), for the others: at the highest dose activity change, negative = inhibition, most hits filed as activators; hit rate 2.5% among 71,000; AID 662, 2007; active = well fitted activation curve with a large enough effect in the signal ratio, with a control signal flat, not every such curve was filed as active; inconclusive = small, poorly fitted or top-dose-only effect, or effect the other way, or a change in a side signal; the % refers to the signal ratio; note: potency is the fitted concentration of half-maximal effect; % of control where 0% means no effect
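AC50 values, positive or negative, reflect shifts in EC10 NKH 477-induced CRE-bla reporter activity in CHO cells. Incubation lasted 3 h at 37 °C before CCF4 substrate (2 h, room temperature) and ratiometric 460/530 nm reading.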
Ub-GFP proteasome – Ubiquitin-GFP Assay; Ubiquitin-GFP reporter cells, proteasome inhibition, GFP fluorescence; response scale: untreated = 0%, 10 µM MG-132 = 100%; Potency, µM (series often up to 45.9 µM), inactives show at the top dose activation (GFP accumulation), actives largely listed as activators; 67,000 tested, under 10 active; active = well fitted activation curve with a large enough effect, not every such curve was filed as active; inconclusive = small, poorly fitted or top-dose-only effect, or another doubt; inactive = no such curve, though single readings can be large or run the other way; note: potency is the fitted concentration of half-maximal effect
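U2OS Ub(G76V)-GFP reporter; O/N plating, 0.5% FBS; cpd 46 uM–2.9 nM, 4 h, 37 °C; GFP+ cell count, 488/515 nm; norm. to basal vs 10 uM MG-132; CRC fit.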
ALOX15 inhib – qHTS Assay for Inhibitors of 15-hLO (15-human lipoxygenase). purified 15hLO-1, xylenol orange hydroperoxide absorbance. Potency, µM (doses to about 57.1 µM), for the others: at the top dose activity change, negative = inhibition, most hits filed as inhibitors. hit rate 1.4% among 74,000. AID 887, 2007; note: potency is the fitted concentration of half-maximal effect; % is set by controls: 0 for no effect and ±100 for the full control effect; nearly all actives have a fitted effect of over 55% in size
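Compounds were preincubated 15 min at room temperature with 40 nM purified human enzyme (25 mM Hepes pH 7.5, 0.01% Triton X-100); 50 uM arachidonic acid reacted 6 min. Fe-xylenol orange detection, 30 min, absorbance ratio 573/405 nm.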
Tau fil binding – qHTS Assay for Tau Filament Binding. recombinant tau filaments, thioflavin S fluorescence, 15 h; filaments grown with octadecylsulfate alongside compound. Potency, µM (top dose mostly 57.1 µM), for inactives: at the highest dose activity change, negative = inhibition. hit rate 2% among 71,000;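 note: potency is the fitted concentration of half-maximal effect; % is set by controls: 0 for no effect and ±100 for the full control effect; actives lower thioflavin S fluorescence by blocking filaments or displacing dye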
Target sequence (P10636 whole entry, looked up): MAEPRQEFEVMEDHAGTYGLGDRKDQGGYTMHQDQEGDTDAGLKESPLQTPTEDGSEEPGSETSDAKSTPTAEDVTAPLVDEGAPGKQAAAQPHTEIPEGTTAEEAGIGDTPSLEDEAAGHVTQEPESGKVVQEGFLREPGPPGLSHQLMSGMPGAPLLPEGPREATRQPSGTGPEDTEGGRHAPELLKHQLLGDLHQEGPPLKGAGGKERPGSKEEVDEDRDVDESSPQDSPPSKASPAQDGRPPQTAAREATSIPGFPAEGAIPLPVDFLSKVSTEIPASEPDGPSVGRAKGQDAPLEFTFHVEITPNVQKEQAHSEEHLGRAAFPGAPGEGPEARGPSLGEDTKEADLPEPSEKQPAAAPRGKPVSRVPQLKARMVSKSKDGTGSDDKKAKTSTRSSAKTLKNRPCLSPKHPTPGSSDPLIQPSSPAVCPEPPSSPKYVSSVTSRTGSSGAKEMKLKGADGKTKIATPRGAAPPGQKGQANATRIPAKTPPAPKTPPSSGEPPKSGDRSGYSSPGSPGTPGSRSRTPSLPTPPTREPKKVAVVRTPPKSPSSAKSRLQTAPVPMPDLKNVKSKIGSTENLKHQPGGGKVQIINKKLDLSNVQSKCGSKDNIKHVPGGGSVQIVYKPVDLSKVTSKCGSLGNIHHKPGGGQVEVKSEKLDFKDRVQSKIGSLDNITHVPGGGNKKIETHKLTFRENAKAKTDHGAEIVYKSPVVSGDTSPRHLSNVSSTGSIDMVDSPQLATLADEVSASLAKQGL
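Read-out: ThS fluorescence, 450 nm excitation/510 nm emission; lower signal marks blocked filament formation or displaced dye. Tau at 1 uM with 30 uM ODS, 10 uM ThS, 5 mM DTT, 100 mM NaCl, 10 mM HEPES pH 7.4; 15 h, 37 C.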
ERK AVP inh – qHTS Assay for Inhibitors of the ERK Signaling Pathway using a Homogeneous Screening Assay; HEK293-V1b, vasopressin-stimulated pERK AlphaScreen; Potency, µM (top dose mostly 57.5 µM), for the others: top-dose activity, negative = inhibition, actives largely listed as inhibitors; hit rate 0.99% among 72,000; note: potency is the fitted concentration of half-maximal effect; % is set by controls: 0 for no effect and ±100 for the full control effect; nearly all actives have a fitted effect of over 55% in size
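HEK293 cells stably expressing V1b receptor, preincubated 30 min at 37 °C with compound, then stimulated 5 min with 25 nM vasopressin. Phospho-ERK by AlphaScreen SureFire after 5 h RT; normalized to DMSO and vasopressin; AC50 by Hill fit.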
Epigenetic mod – qHTS Assay for Epigenetic Modulators; hit rate 0.09% among 68,000; AID 597, 2007; mouse C127i GFP locus derepression, cytometry, 30 h; Potency, µM (doses to about 46.1 µM), inactives show at the highest dose GFP derepression (activation); note: % of control where 0% means no effect
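Murine C127i mammary cells carrying a silenced, stably integrated CMV-driven GFP reporter were treated with compound for 30 hours at 37 C. After PBS washes, GFP-positive cells were counted by laser-scanning microplate cytometry.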
Hsp90 Hop PPI – qHTS Assay for Disrupters of an Hsp90 Co-Chaperone Interaction. Hsp90 C-terminal peptide / TPR2A (Hop) interaction, human. AlphaScreen TPR2A-His6 binding biotin-Hsp90 C-terminal peptide. Potency, µM (top dose mostly 57 µM), for inactives: top-dose activity change, negative = inhibition. hit rate 0.44% among 71,000. AID 595, 2007; active = well fitted curve in either direction with a large enough effect; inconclusive = small, poorly fitted or top-dose-only effect, or another doubt; note: potency is the fitted concentration of half-maximal effect; % is set by controls: 0 for no effect and ±100 for the full control effect; many of its hits are not listed in these tables
Numbers without * were called inactive; ? = inconclusive; . = not tested or not shown; [ ] = another dose, or the depositor's remark. Unless noted, calls come from the whole dose curve; as a rule, active = well fitted curve in the direction sought with a large enough effect; inconclusive = small, poorly fitted or top-dose-only effect, or another doubt; inactive = no such curve, though single readings can be large; an effect the other way counts as inactive or inconclusive.

SMILES	DNA Pol III inh	HADH2 inhib	Luciferase inh	HBB splice mod	CRE-bla Fsk	Ub-GFP proteasome	ALOX15 inhib	Tau fil binding	ERK AVP inh	Epigenetic mod	Hsp90 Hop PPI
CC(=O)O[C@H]1C[C@@]2(C)[C@H](C[C@@H](O)[C@H]3[C@@]4(C)CC[C@@H](O)[C@@H](C)[C@H]4CC[C@@]32C)C1=C(CCC=C(C)C)C(=O)O	-6%[25.6 µM]	-5%[25.6 µM]	0%[25.5 µM]	-0.6%[20.6 µM]	-12%[17.1 µM]	1%[20.5 µM]	14%[25.6 µM]	10%[25.6 µM]	-8%[25.7 µM]	-1%[20.6 µM]	2%[26 µM]
O=C(c1cnccn1)N1CCC[C@@]2(CCN(c3ccccn3)C2)C1	1%	5%	2%[11.4 µM]	3.7%	-10%	0%	12%	2%	-9%	-2%[9.22 µM]	0%
Cc1cc(C)nc(SCC(=O)Nc2ncc3c(n2)CCCC3=O)n1	-4%	8%	1%	-2.6%[57.5 µM]	?	-3%	3%	-12%	-6%	2%	-1%
Cc1ccccc1NC(=O)c1cnn(-c2ccccc2)c1NC(=O)c1ccco1	0%	-1%	0%	-0.9%[9.22 µM]	-12%	-4%	-2%	-16%	9%	0%	-3%
COC(=O)COc1ccc(S(=O)(=O)N2CCN(c3ccccc3F)CC2)cc1C	-2%	-1%	0%	-0.9%	-1%	11%	-21%	-5%	21%	0%	3%
Cc1ccc(-c2noc(CCC(N)=O)n2)cc1	-1%	13%	-2%	-0.9%[57.5 µM]	4%	-2%	13%	-9%	0%	-2%	-1%
Cc1c(Nc2ncccc2C(=O)O)cccc1C(F)(F)F	9%[25.6 µM]	-7%[25.6 µM]	-5%[25.5 µM]	-0.1%[20.6 µM]	2%[17.1 µM]	7%[20.5 µM]	3%	-8%[25.6 µM]	4%	-1%[20.6 µM]	1%[26 µM]
FC(F)(F)c1ccccc1-c1cncnc1NCc1ccccc1	-8%	2%	1%[2.29 µM]	-0.7%	1%	2%	?	7%	?	0%[9.22 µM]	1%
O=C(Nc1nccs1)c1cc(S(=O)(=O)N2CCOCC2)ccc1Cl	0%	-1%	1%	1.1%	-1%	22%	9%	7%	?	2%	-6%
CCC(C)(C)n1nnnc1C(c1ccc(OC)c(OC)c1)N1CCN(c2ccccc2)CC1 (centres undefined)	1%	-8%	1%	-0.3%[57.5 µM]	-6%	-3%	9%	-8%	-26%	-2%	-5%
O=C(NCCN1CCN(c2ccccc2F)CC1)C1CC(=O)N(C2CCCC2)C1 (centres undefined)	-9%	-1%	1%	-0.9%	-3%	3%	6%	1%	17%	-4%	1%
Cc1noc(/C=C/N(C)C)c1S(=O)(=O)N1CCCC(C(=O)N2CCc3ccccc32)C1 (centres undefined)	-1%	-2%	2%	-0.3%	-2%	10%	2%	12%	-12%	2%	-5%
CCC[C@@H]1C[C@@]1(CCC)C(NC(=O)c1cccs1)c1ccc(Cl)cc1 (some centres undefined)	-1%	10%	.	2.4%	0%	.	.	-3%	9%	.	?
NC1=NC(=O)CC(C(=O)NCCc2ccccc2)S1 (centres undefined)	-6%	-5%	2%	.	3%	1%	2%	4%	20%	-1%	-1%
COC(=O)CC1C(=O)NCCN1C(=O)NC1CCCCC1 (centres undefined)	-1%	-5%	0%	0.4%	0%	-3%	-1%	8%	-9%	0%	-4%
COc1cccc(C(=O)Nc2c3c(nn2-c2ccccc2C)CS(=O)C3)c1OC (centres undefined)	1%	-5%	2%	-1.0%	?	-2%	0%	4%	24%	6%	-4%
CC(C)(C)OC(=O)N1Cc2ccccc2C[C@H]1C(=O)O	3%	6%	4%	0.6%[57.5 µM]	-10%	-9%	-4%	4%	6%	-2%	-2%
Cc1cc(NCCCN)nc(-c2ccccc2O)n1	-9%	?	3%	7.5%[0.369 µM]	6%	-1%	-15%	-4%	-13%	-2%	3%
Cc1cc(C)c(C(=O)CC2(O)C(=O)Nc3ccccc32)cc1C (centres undefined)	3%	6%	2%	-0.2%	0%	4%	-3%	0%	15%	2%	-4%
Cc1cc(O)c2c(-c3ccccc3)cc(=O)oc2c1	-1%	-3%	0%	-0.4%	?	-5%	?	4%	?	-2%	-1%
CCCc1cc2c(cc1NS(=O)(=O)c1ccc(CCNC(C)=O)cc1)OCO2	3%	5%	-1%	-0.7%	-1%	10%	-3%	-15%	-17%	4%	-12%
CC1CCCCN1C(=O)CSc1nc2ccsc2c(=O)n1Cc1ccccn1 (centres undefined)	-3%	-4%	-1%	0.6%	?	-8%	-2%	22%	25µM*	0%	-12%
c1ccc(-c2cnc(-c3ccc(-c4ncc(-c5ccccc5)o4)cc3)o2)cc1	-7%[11.4 µM]	15%[11.4 µM]	1%[11.4 µM]	-2.5%[9.22 µM]	-2%[7.6 µM]	-4%[9.17 µM]	?	-1%[11.4 µM]	5%[11.5 µM]	-3%[9.22 µM]	-2%[11 µM]
Cc1ccc(C(=O)N2CCN(c3ccc(NC(=O)c4cccnc4)cc3)CC2)cc1	-2%	-6%	3%	.	-10%	-1%	2%	?	-8%	-1%	-7%
COc1ccccc1CNC(=O)CCS(=O)(=O)c1cccs1	-2%	6%	1%	1.1%	-4%	3%	-1%	4%	-7%	2%	1%
CCn1c(SCC(=O)OCc2ccccc2)nc2c1c(=O)n(C)c(=O)n2C	-8%	-26%	3%	.	13%	10%	0%	12%	14%	0%	0%
Cn1c(=O)c(-c2ccccc2)nn2c3ccccc3nc12	-3%	7%	1%	0.6%[0.369 µM]	17%	.	-1%	-13%	-27%	1%	-3%
O=C(Nc1nccs1)c1cnccn1	0%	-2%	-3%	9.8%	?	-6%	16%	-8%	-4%	0%	-27%
CCOC(=O)c1ccc2c(c1)nc(SCc1cn3ccsc3n1)n2CC	-3%	3%	1%	-6.4%	?	-2%	34%[activator]	21%	-27%	-1%	-4%
Cc1ccccc1NC(=O)C1CCCN(S(=O)(=O)c2cnc[nH]2)C1 (centres undefined)	-3%	0%	-3%	-0.1%	-4%	-4%	3%	10%	-6%	3%	-1%
Cc1nc(Nc2ccccc2)c2nc(-c3ccccc3)n(CCN3CCOCC3)c2n1	-5%	4%	.	-0.2%	7.9µM*	9%	20µM*	14%	-41%	.	-11%
Cc1cc(NC(=O)c2ccc3c(c2)C(=O)N(C2CCCCC2)C3=O)no1	0%	9%	-1%	-1.1%	-2%	-9%	15%	10%	5%	0%	-5%
COCCNC(=O)CSCc1nc(-c2ccc(SC)cc2)oc1C	0%	-14%	-9%	-5.1%	0%	8%	0%	-1%	22%	2%	-2%
COCC(=O)N1CCC2(CCCN(c3ccncc3)C2)CC1	1%	2%	1%[11.4 µM]	1.0%	-2%	9%	2%	3%	10%	7%[9.22 µM]	0%
O=C1c2ccccc2C(O)(Cc2ccccc2)N1Cc1ccco1 (centres undefined)	6%	7%	4%	1.6%	-4%	3%	1%	4%	-9%	0%	-2%
CCOC(=O)c1ccc(N2Cc3cc(C)c(C)cc3C2)cc1O	1%	-7%	-3%	0.1%	-3%	-3%	-1%	3%	4%	-5%	-2%
O=P(O)(O)CCP(=O)(c1ccccc1)c1ccccc1	1%	9%	2%	-0.1%	?	-5%	-17%	-7%	-8%	-1%	1%
COC(=O)c1ccc(Nc2cc(C)nc3nc(C)nn23)cc1	-5%	-7%	1%	-1.3%	?	18%	6%	5%	-25%	-3%	-2%
CC(C)N(C(=O)CSc1nnc(-c2cc3ccccc3cc2O)n1Cc1ccco1)C(C)C	1%	-7%	-4%	-0.8%	-22%	3%	-21%	9%	-14%	2%	-14%

Not all compounds are listed; the hit share may differ from the screen's.
